Screening results: PubChem BioAssay, several laboratories
NCOA2 inhibitor: inhibits human steroid receptor coactivator 2 | Q15596 | HEK293 GAL4-SRC2 luciferase reporter, luminescence | inhibition, % at 9 µM | 370,000 tested, 0.17% active | AID 651957;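 active = inhibition above the mean inhibition of all tested compounds plus 3 SD, set per campaign, cut at about 52% in these data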;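 also: 0% = DMSO treated cells and 100% = cells given Gossypol at 36 µM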
LMP1 NFkB inh: reduces LMP1-driven NF-kappaB luciferase signal | LMP1-induced NF-kappaB luciferase reporter cells, luminescence | inhibition, % at 12.5 µM | 350,000 tested, 0.69% active | AID 504558; in the data active = inhibition above about 41%;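 also: 0% = neutral control wells and 100% = reference inhibitor control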
NOD2-RIPK2 inh: inhibitors of human NOD2-RIPK2 interaction; 360,000 tested, 0.38% active; CHO BLA complementation NOD2-RIPK2, CCF4 ratio; O43353; AID 624267; inhibition, % at 4.98 µM; in the data active = inhibition above about 21%;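 also: 0% = vehicle only and 100% = reference blocker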
SRC1 inh: inhibits human SRC1 coactivator; Q15788; inhibition, % at 3.6 µM; 360,000 tested, 0.12% active; HEK293 GAL4-SRC1 luciferase reporter, luminescence;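 active = inhibition above the campaign mean plus 3 SD, with each screening campaign given its own cutoff, cut at about 60% in these data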;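 also: 0% = DMSO treated cells and 100% = gossypol at 36 µM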
MC4R ag barr: activates human MC4R beta-arrestin recruitment; P32245; U2OS MC4R beta-arrestin complementation, luminescence; percent of melanotan II response, DMSO zero; activation, % at 8.9 µM; 360,000 tested, 0.98% active; AID 540308;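 active = activation above a per-plate cutoff, the mean activation of sample wells on that plate plus 3 SD, cut at about 8% in these data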
SRC3 inh: inhibitors of human steroid receptor coactivator 3 (SRC3); Q9Y6Q9; HEK293 GAL4-SRC3 luciferase reporter, luminescence; inhibition, % at 3.6 µM; 360,000 tested, 0.17% active; AID 588352;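 active = inhibition above a per-campaign cutoff, the mean of all compounds plus 3 SD, cut at about 60% in these data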;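 also: 0% = DMSO-treated cells and 100% = gossypol-treated cells at 36 µM; higher means less SRC3-driven luciferase light from the GAL4 reporter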
Target sequence (Q9Y6Q9 whole entry, looked up, the tested form may be a part): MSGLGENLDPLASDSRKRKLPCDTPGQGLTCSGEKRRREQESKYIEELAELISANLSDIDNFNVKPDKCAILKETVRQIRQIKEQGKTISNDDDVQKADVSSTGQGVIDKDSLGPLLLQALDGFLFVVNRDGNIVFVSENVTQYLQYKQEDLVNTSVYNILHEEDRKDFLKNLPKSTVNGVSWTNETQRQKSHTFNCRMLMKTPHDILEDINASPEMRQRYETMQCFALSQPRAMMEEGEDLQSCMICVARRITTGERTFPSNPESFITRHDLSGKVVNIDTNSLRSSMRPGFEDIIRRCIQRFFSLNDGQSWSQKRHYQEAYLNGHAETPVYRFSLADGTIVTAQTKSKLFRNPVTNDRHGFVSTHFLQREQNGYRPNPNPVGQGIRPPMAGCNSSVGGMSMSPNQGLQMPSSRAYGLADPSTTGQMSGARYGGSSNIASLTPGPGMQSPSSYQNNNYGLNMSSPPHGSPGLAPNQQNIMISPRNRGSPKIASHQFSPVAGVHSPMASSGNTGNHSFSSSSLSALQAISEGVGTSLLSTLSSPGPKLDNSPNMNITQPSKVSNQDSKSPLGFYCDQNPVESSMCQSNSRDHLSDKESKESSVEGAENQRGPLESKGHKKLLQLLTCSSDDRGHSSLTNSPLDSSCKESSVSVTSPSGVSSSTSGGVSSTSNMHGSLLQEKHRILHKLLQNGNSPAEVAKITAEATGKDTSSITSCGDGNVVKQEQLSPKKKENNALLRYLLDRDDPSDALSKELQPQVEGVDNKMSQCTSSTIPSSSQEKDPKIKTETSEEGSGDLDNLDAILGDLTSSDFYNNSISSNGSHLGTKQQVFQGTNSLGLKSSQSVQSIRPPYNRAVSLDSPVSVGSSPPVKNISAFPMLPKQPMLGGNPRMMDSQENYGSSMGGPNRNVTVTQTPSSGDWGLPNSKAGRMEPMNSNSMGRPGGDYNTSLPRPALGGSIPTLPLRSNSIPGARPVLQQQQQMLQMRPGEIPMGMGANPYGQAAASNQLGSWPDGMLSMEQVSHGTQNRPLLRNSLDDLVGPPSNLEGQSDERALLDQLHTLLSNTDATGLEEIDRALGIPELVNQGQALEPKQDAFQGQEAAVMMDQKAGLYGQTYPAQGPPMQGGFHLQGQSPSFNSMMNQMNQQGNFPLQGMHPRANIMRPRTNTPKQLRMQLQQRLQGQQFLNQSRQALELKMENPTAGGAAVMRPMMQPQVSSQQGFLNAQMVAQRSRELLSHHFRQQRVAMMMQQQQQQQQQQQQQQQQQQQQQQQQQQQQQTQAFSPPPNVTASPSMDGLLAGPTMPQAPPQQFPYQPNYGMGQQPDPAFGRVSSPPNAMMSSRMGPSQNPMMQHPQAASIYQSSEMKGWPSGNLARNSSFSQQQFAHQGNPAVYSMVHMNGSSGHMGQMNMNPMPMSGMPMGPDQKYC
TLR9-MyD88 block: inhibitors of human TLR9-MyD88 binding | Q9NR96+Q99836 | CHO BLA complementation TLR9-MyD88, CCF4 FRET ratio | inhibition, % at 4.98 µM | 340,000 tested, 0.21% active;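 active = inhibition above the mean over all tested compounds plus 3 SD, cut at about 21% in these data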;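 also: 0% = DMSO only wells and 100% = clavulanate BLA inhibitor control wells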
ABHD5 PLIN5 PPI: inhibitors of human ABHD5-perilipin-5 interaction | Split G. princeps luciferase complementation, luminescence, 4 h | inhibition, % at 4 µM | Q00G26+Q8WTS1 | 360,000 tested, 0.78% active;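 active = inhibition above the mean inhibition across every tested compound plus 3 SD, cut at about 22% in these data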;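 also: 0% = DMSO only wells and the 100% control is not disclosed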
COUP-TFII inh: inhibitors of human COUP-TFII (NR2F2); P24468; HEK293T NGFI-A luciferase reporter, luminescence; inhibition, % at 8.6 µM; 370,000 tested, 0.7% active;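 active = inhibition above a per-plate cutoff, mean inhibition of test wells between control levels plus 3 SD, cut at about 38% in these data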;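 also: cells cotransfected with COUP-TFII expression vector driving the NGFI-A reporter; 0% = median of COUP-TF2 test wells and 100% = reporter-only cells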
MC4R antagonist: blocks human MC4R cAMP signaling. inhibition, % at 6.5 µM. MC4R-expressing cells, MTII-stimulated cAMP, LANCE TR-FRET. 360,000 tested, 0.48% active. AID 540295. P32245;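 active = inhibition above its plate's cutoff, the mean of tested wells on that plate plus 3 SD, cut at about 29% in these data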;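 also: 0% = Melanotan II alone and 100% = Melanotan II plus saturating MCL0020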
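Material: U2OS-MC4R stable cell line | Reagent: Melanotan II challenge after compound preincubation | Doses: One concentration, 6.5 µM nominal | Incubation: 30-min compound preincubation, 1-h Melanotan II challenge, 1-h detection, room temperature | Signal: TR-FRET cAMP assay | Replicates: One well per compound, no replicates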
LRH-1 inv ag: suppresses constitutive activity of human LRH-1; O00482; HEK293T StAR-luciferase reporter, LRH-1 transfected, 24 h; inhibition, % at 3.6 µM; 360,000 tested, 0.13% active;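 active = inhibition above the mean inhibition of all tested compounds plus 3 SD, cut at about 73% in these data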;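 also: 0% = DMSO wells and 100% = reporter-only cells lacking LRH-1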
The depositor's hits bear a star; nt = not tested or not shown.

SMILES	NCOA2 inhibitor	LMP1 NFkB inh	NOD2-RIPK2 inh	SRC1 inh	MC4R ag barr	SRC3 inh	TLR9-MyD88 block	ABHD5 PLIN5 PPI	COUP-TFII inh	MC4R antagonist	LRH-1 inv ag
COc1ccc(C2C3C=CCC(c4cccc(-c5ccc(C)cc5)c4)C3C(=O)N2Cc2ccccc2)cc1Cl (stereo unspecified)	-22	-3	-13	2	1.8	-8	-2	2	-5	13	4
Cc1ccc(C(=O)Nc2cccc(C(F)(F)F)c2)cc1NC(=O)c1c[nH]c2cc(C(F)(F)F)ccc2c1=O	-1	-2	-2	-3	-1.5	-3	3	2	8	13	-25
c1ccc(CCc2nc3ccccc3[nH]2)cc1	-62	-2	-2	-44	1.8	-59	-1	-5	-11	2	-69
c1sc2[n+](c1C13CC4CC(CC(C4)C1)C3)CCS2	4	-11	-21	7	0.6	21	3	4	6	-3	4
Cc1ccc(NC(=O)COC(=O)COc2cccc3c2OC(C)(C)C3)cc1C	25	-1	-6	-25	3.4	-42	-6	0	-34	6	-4
CC(=O)Nc1ccc(S(=O)(=O)N2c3ccc(F)cc3CCC2C)cc1 (stereo unspecified)	-7	-4	-5	-28	1.7	-5	-2	27*	14	-10	18
Cc1ccc(N2CC(C(=O)Nc3nnc(SCC(=O)N4CCOCC4)s3)CC2=O)cc1 (stereo unspecified)	4	5	-5	-20	-1.0	-23	2	0	-2	5	-26
Nc1nc(Br)c2c(F)cccc2c1-c1ccccc1	10	8	14	-3	1.0	4	3	1	-6	-1	-13
CCCCn1nnnc1C(C1CC1)N1CCN(C/C=C/c2ccccc2)CC1 (stereo unspecified)	14	nt	-11	10	nt	-7	nt	13	16	nt	22
Cc1cccc(OCCCC(=O)Nc2nccs2)c1	-12	4	-8	4	0.9	-8	5	-7	8	10	3
COc1ccc(CCN2CC(C(=O)NC3CCOCC3)CCC2=O)cc1 (stereo unspecified)	-1	2	-11	-12	-2.9	8	-9	0	-13	1	-7
COc1cc(CN2CC(=O)N(c3ccc(C)cc3)C2=S)cc(OC)c1OC	-8	8	-17	5	3.0	20	-7	-2	3	-2	23
O=C(Cn1cnc2ccccc2c1=O)NCc1ccco1	-6	5	-14	1	1.2	11	3	-6	-19	22	13
O=C(Nc1ccccc1[N+](=O)[O-])c1cncc(Br)c1	22	5	4	7	-0.9	18	7	-7	0	9	-13
COc1ccc(S(=O)(=O)N2CCN(C)CC2)cc1C	-44	-15	-2	0	-1.6	-4	-5	-2	-24	18	5
CCOC(=O)C(=O)N1CCC(C(=O)OC)CC1	-1	3	4	14	-1.2	9	-3	1	21	27	-18
CCc1ccc2oc(=O)cc(CN3CCOCC3)c2c1	-21	-6	-15	11	-1.0	-41	5	2	-10	5	-2
O=C(NC(c1ccc(-c2ccccc2)cc1)c1cnccn1)C1CCN(CCCOc2ccccc2)CC1 (stereo unspecified)	-19	nt	2	-7	-1.2	11	nt	-2	6	-2	6
CCN(CC)CC(=O)Nc1cc(N(C)C)nc2ccccc12	-1	1	12	0	1.0	9	-4	6	14	4	-9
O=c1[nH]c(CSc2nnc(-c3cccnc3)n2C2CCCCC2)nc2ccccc12	1	-10	-8	13	-0.2	9	3	2	9	7	7
C[C@H](CO)N1C[C@H](C)[C@@H](CN(C)Cc2ccc(Oc3ccccc3)cc2)Oc2c(NC(=O)C3CC3)cccc2C1=O	-2	4	9	1	1.4	12	-1	28*	10	15	-9
COc1ccc(NC(=O)COC(=O)CCNS(=O)(=O)c2ccccc2)cc1OC	5	0	-3	1	-1.3	22	1	-4	5	1	-17
COc1ccccc1NS(=O)(=O)/C=C/c1ccccc1	18	6	-4	7	-3.1	11	-1	-6	-9	6	-2
Cc1c(NC(=O)/C(C#N)=C/c2ccc(-c3cccc(Cl)c3)o2)c(=O)n(-c2ccccc2)n1C	-7	-3	3	19	-2.7	-18	-3	5	4	8	-13
CC(=O)NCCc1nc2cc(NC(=O)c3ccccc3C)ccc2n1C	-11	-9	4	-2	-0.2	-23	1	2	-6	4	-7
SMILES	NCOA2 inhibitor	LMP1 NFkB inh	NOD2-RIPK2 inh	SRC1 inh	MC4R ag barr	SRC3 inh	TLR9-MyD88 block	ABHD5 PLIN5 PPI	COUP-TFII inh	MC4R antagonist	LRH-1 inv ag
Cc1c(C(=O)NCCN2CCOCC2)oc2ccc(Br)cc12	-21	-2	-6	-16	0.4	-3	0	-3	-27	19	-15
COC(=O)[C@]12CCCCC=C1N(Cc1ccc3c(c1)OCO3)C(=O)[C@H](CC(=O)NCc1cccc3ccccc13)C2	13	nt	-10	nt	nt	nt	nt	2	18	nt	-12
CC1(C)Cc2c(c(=S)nc(-c3ccccc3)n2CCCN2CCOCC2)CO1	-40	-2	8	1	-2.1	-40	6	3	-7	12	1
Cc1ccc(NC(=O)c2ccncc2)cc1S(=O)(=O)N(C)C	-11	2	5	3	-3.0	8	6	3	-3	6	-5
O=c1[nH]c(CN2CCN(c3ccccc3Cl)CC2)nc2ccsc12	7	-4	-4	-12	-1.7	11	2	-4	10	15	-2
CC1CCCC(NC(=O)CCC(=O)c2ccc(F)cc2)C1C (stereo unspecified)	-5	-10	-10	-5	2.0	6	5	9	6	-4	10
Cc1cc(C)n(-c2nc3sc4c(c3c3nnc(SC(C)C)n23)CC(C)(C)OC4)n1	4	-10	5	-22	0.1	3	-6	-2	-2	1	5
COc1ccc(CCC(=O)OCC(=O)N(C)c2c(N)n(Cc3ccccc3)c(=O)[nH]c2=O)cc1	23	1	-12	-41	-0.7	-6	-18	-13	-24	20	-34
CCc1ccccc1N(C(=O)CNC(=O)c1ccco1)C(C(=O)NC1CCCC1)c1cccnc1 (stereo unspecified)	-2	-1	-2	-8	-2.1	4	-8	-5	-10	9	0
O=C1CC(C(=O)O)NC(=S)N1 (stereo unspecified)	-29	1	-2	-12	-0.6	-2	-9	-22	12	-1	11
CC(C)c1ccc(CNc2ncc(Br)cn2)cc1	-26	-30	10	-50	3.9	-12	4	1	-16	6	-21
NS(=O)(=O)c1ccc(NC(=O)CN2CCc3ccccc3C2)cc1	-42	3	-4	8	-1.2	-11	4	-17	9	8	8
Cn1c(CN2CCCC2)c(C#N)c2ccccc21	25	2	-9	-27	-1.5	18	-1	1	2	17	-11
Cc1ccc(C2CC(=O)c3cnc(N4CCc5ccccc5C4)nc3C2)cc1 (stereo unspecified)	-4	10	-2	2	-0.3	14	-14	0	8	1	8
Cc1ccc(C(=O)O/N=C(\N)c2ccccn2)cc1	57*	79*	-2	-22	-2.1	-62	-2	1	57*	4	-16
Cc1cc(-c2ccc(Cl)cc2)c2cnn(C(C)C)c2n1	1	-6	0	5	1.6	3	-3	2	4	1	-17
CCCc1nnc(NC(=O)c2nc(S(=O)(=O)Cc3ccc(C)cc3)ncc2Cl)s1	29	22	32*	-66	-4.7	5	10	44*	24	52*	14
CC(Oc1ccc2c3c(c(=O)oc2c1)CCCC3)C(=O)NCCN1CCOCC1 (stereo unspecified)	-15	9	-9	-6	-1.3	-12	-8	0	-6	4	31
C#CCOCCOCCOCCNc1nc(N2CCN(C(=O)[C@H](CCC(=O)O)n3cc(C(N)CC(C)C)nn3)CC2)nc(N2CCN(C(=O)[C@H](Cc3ccc(O)cc3)n3cc(C(N)CC(C)C)nn3)CC2)n1 (stereo partly specified)	nt	-10	-2	-4	-0.7	6	-14	-4	nt	-4	-13
O=C(/C=C/c1cccs1)c1cc(Br)ccc1OC(=O)N1CCOCC1	9	10	1	12	1.9	-8	0	25*	6	0	20
C[C@]1(C(=O)NCCCNc2ncc(C(F)(F)F)cc2Cl)C=C[C@@H](Cc2ccccc2)N1C(=O)c1ccccc1	nt	-3	-2	-9	1.2	-20	-3	7	nt	5	2
O=Cc1ccc(-n2nncc2-c2ccc([N+](=O)[O-])cc2)cc1	15	5	-2	4	-2.9	20	0	5	-2	2	3
CCC12C(=Nc3c(Cl)cccc31)C[C@@H]1CCN3C(=O)CCC[C@H]2[C@H]13 (stereo partly specified)	-18	-3	-1	-28	0.1	0	2	-5	-2	1	-2

An excerpt from above in order of heavy-atom count, falling:
SMILES	NCOA2 inhibitor	LMP1 NFkB inh	NOD2-RIPK2 inh	SRC1 inh	MC4R ag barr	SRC3 inh	TLR9-MyD88 block	ABHD5 PLIN5 PPI	COUP-TFII inh	MC4R antagonist	LRH-1 inv ag
C#CCOCCOCCOCCNc1nc(N2CCN(C(=O)[C@H](CCC(=O)O)n3cc(C(N)CC(C)C)nn3)CC2)nc(N2CCN(C(=O)[C@H](Cc3ccc(O)cc3)n3cc(C(N)CC(C)C)nn3)CC2)n1 (stereo partly specified)	nt	-10	-2	-4	-0.7	6	-14	-4	nt	-4	-13
COC(=O)[C@]12CCCCC=C1N(Cc1ccc3c(c1)OCO3)C(=O)[C@H](CC(=O)NCc1cccc3ccccc13)C2	13	nt	-10	nt	nt	nt	nt	2	18	nt	-12
C[C@]1(C(=O)NCCCNc2ncc(C(F)(F)F)cc2Cl)C=C[C@@H](Cc2ccccc2)N1C(=O)c1ccccc1	nt	-3	-2	-9	1.2	-20	-3	7	nt	5	2
COc1ccc(CCC(=O)OCC(=O)N(C)c2c(N)n(Cc3ccccc3)c(=O)[nH]c2=O)cc1	23	1	-12	-41	-0.7	-6	-18	-13	-24	20	-34
CCCc1nnc(NC(=O)c2nc(S(=O)(=O)Cc3ccc(C)cc3)ncc2Cl)s1	29	22	32*	-66	-4.7	5	10	44*	24	52*	14
CC1(C)Cc2c(c(=S)nc(-c3ccccc3)n2CCCN2CCOCC2)CO1	-40	-2	8	1	-2.1	-40	6	3	-7	12	1
O=C(/C=C/c1cccs1)c1cc(Br)ccc1OC(=O)N1CCOCC1	9	10	1	12	1.9	-8	0	25*	6	0	20
NS(=O)(=O)c1ccc(NC(=O)CN2CCc3ccccc3C2)cc1	-42	3	-4	8	-1.2	-11	4	-17	9	8	8
Cc1c(C(=O)NCCN2CCOCC2)oc2ccc(Br)cc12	-21	-2	-6	-16	0.4	-3	0	-3	-27	19	-15
Cc1cc(-c2ccc(Cl)cc2)c2cnn(C(C)C)c2n1	1	-6	0	5	1.6	3	-3	2	4	1	-17
Cn1c(CN2CCCC2)c(C#N)c2ccccc21	25	2	-9	-27	-1.5	18	-1	1	2	17	-11

A portion of the library; the hit share may differ from the screen's.
